# SV40 large T antigen: TAg ATPase/helicase activity blockers – biochemical (AID 1903) | hit rate 0.39% among 310,000 | SV40 large T antigen ATPase/helicase inhibition assay; higher % means a stronger effect | inhibition, % at 20 µM, or IC50 in µM where a hit was titrated; in the data active means a potency from the dose series; inconclusive means inhibition mostly from about 32% at the one dose, without a potency; inactive means the rest, 99 in 100 with inhibition below about 32%; further: strong numbers were not always called active
# Myeloid diff 2: compounds promoting myeloid differentiation; calls only at 10 µM; hit rate 1% among 360,000; ER-HoxA9 myeloid progenitors, lysozyme-GFP differentiation, flow cytometry;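 active means normalized GFP-positive differentiation at or above the plate's own cutoff, the solvent-only control mean plus 3 SD; inconclusive means no clear call, values can overlap the other calls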;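 further: cells exposed to compound for four days before flow analysis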
# WT yeast gro inh: growth inhibition of WT yeast, mitochondrial fusion screen. mitochondrial fusion phenotypic screen, WT strain. inhibition, % at 10 µM. hit rate 2.1% among 190,000; in the data active means inhibition above about 58%; tested in S. cerevisiae
# T cell modulator: T cell immune modulation candidate. 2C CD8+ T cell-vesicle binding, flow cytometry; hits give low values. calls only at 7 µM. hit rate 0.068% among 330,000;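 active means response, share of CD8 T cells binding vesicles, and their 90th percentile fluorescence all below set limits, cut at about 80% in these data, passing the limit was not always enough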
#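 incubation = binding step 1.5 h, 37 °C, antibody labelling 20 min, ice | test system = 2C mouse CD8+ T cells | read-out basis = percent CD8+ FL2 mean versus row control | controls = Peptide-free naked vesicles (low) and QL9 vesicles with 0.7% DMSO vehicle (high) | detection = flow cytometry of vesicle-bound cells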
# Rac1 GTP hydrolysis: MgcRacGAP GTPase-activating activity inhibitors, confirmation, biochemical, ADP Hunter fluorescence | MgcRacGAP-stimulated Rac1 GTP hydrolysis, ADP Hunter fluorescence; higher % means a stronger effect; GST-tagged Rac1 F28L mutant substrate | one-dose inhibition, % at 30 µM; IC50 in µM for titrated hits | hit rate 0.6% among 340,000;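 active means first-screen hits whose inhibition reached a set limit at any dose in the follow-up dose series; inconclusive means inhibition above the set first-screen limit but never retested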;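 further: fluorescence reports GDP produced by GAP-driven GTP hydrolysis; strong numbers were not always called active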
# b-catenin transl: alters nuclear translocation of beta-catenin in HeLa cells; nuclear translocation activity, % at 5 µM; AID 1665; immunofluorescence imaging; hit rate 0.3% among 190,000;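 active means nuclear translocation activity above 50% at 5 µM, with a well cell count of 50 or more; inconclusive means wells under 50 cells across six images, flagged as toxic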;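 further: per-cell ratio of nuclear to cytoplasmic median beta-catenin stain intensity; plate controls were DMSO negative control for no effect and GSK-3 inhibitor IX positive control for full effect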
#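 Read-out: Nuclear/cytoplasmic beta-catenin signal ratio, % activation | Assay system: Human HeLa cell line | Times: 24 h compound exposure at 37°C, 5% CO2 | Signal: Fluorescence imaging of beta-catenin antibody stain plus DAPI | Dosing: 5 µM primary, 0.02–20 µM confirmation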
# RSV antiviral HEp-2: inhibition of RSV-induced cytopathic effect – HEp-2 cells, primary 10 µM value included (AID 2391) | HEp-2 cells, RSV-induced CPE inhibition; higher % means a stronger effect | hit rate 0.13% among 310,000 | CPE inhibition, % at 10 µM, or IC50 in µM where a hit was titrated; in the data active means a potency from the dose series; inconclusive means CPE inhibition mostly from about 23% at the one dose, without a potency; inactive means the rest, 99 in 100 with CPE inhibition below about 21%; further: strong numbers were not always called active
# Salmonella PhoP GFP: inhibitors of PhoP regulon expression, primary screen, Salmonella Typhimurium, GFP reporter (AID 1863) | hit rate 0.16% among 300,000 | S. Typhimurium PhoP-regulated promoter GFP reporter, 4 h; higher % means a stronger effect | inhibition, % at 50 µM, or IC50 in µM where a hit was titrated;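 active means inhibition over 29.93%, a cutoff 3 SD above the screen mean, later confirmed by dose response; inconclusive means inhibition over 29.93% but no dose response follow-up; inactive means inhibition at most 29.93% or unconfirmed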;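 further: 0% = low Mg2+ inducing control and 100% = high Mg2+ repressing control; strong numbers were not always called active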
# West Nile antiviral: inhibition of WNV-induced cytopathic effect – cell-based, CPE readout (AID 1621); West Nile virus-infected cells, CPE inhibition; higher % means a stronger effect; CPE inhibition, % at 10 µM; hits with a dose series show IC50 in µM; hit rate 0.02% among 290,000; in the data active means a potency from the dose series; inconclusive means CPE inhibition mostly from about 3.7% at the one dose, without a potency; inactive means the rest, 99 in 100 with CPE inhibition below about 2.2%; further: strong numbers were not always called active
# WT yeast gro inh mutant strain: further read-out of WT yeast gro inh, marked with its call; inhibition, %; mitochondrial fusion phenotypic screen, mutant strain inhibition
# b-catenin transl cell count 5 µM: second read-out of b-catenin transl, no call of its own (marks repeat the call); cell count; measured here: cell count, cytotoxicity flag
# T cell modulator vesicle-bound %: second read-out of T cell modulator, no call of its own (marks repeat the call); double positive events, %; measured here: CD8+ vesicle-bound cell fraction;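 binding gate set so that unloaded-vesicle control wells show 10% double positive cells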
# Myeloid diff 2 GFP+ MAC1+ %: recorded beside Myeloid diff 2, whose call it bears; GFP+ MAC1+ double positive, %; measured here: differentiation confirmed by MAC1 staining
# * marks the source's active call; other numbers are inactive results; i = inactive; ? = inconclusive; . = no result given; & = joins results of further samples.
SMILES,SV40 large T antigen,Myeloid diff 2,Myeloid diff 2 GFP+ MAC1+ %,WT yeast gro inh,WT yeast gro inh mutant strain,T cell modulator,T cell modulator vesicle-bound %,Rac1 GTP hydrolysis,b-catenin transl,b-catenin transl cell count 5 µM,RSV antiviral HEp-2,Salmonella PhoP GFP,West Nile antiviral
N#CCc1nn(-c2ccccc2)c2ncnc(N)c12,-21%,i,0.3,.,.,i,57,10%,-0.3,1145,1.3%,-3%,0.1%
N#CC1(c2ccccc2)CCC(=O)N1Cc1ccccc1 (stereo unspecified),10%,i,0.6,.,.,i,21,9%,0.7,1319,0.4%,-8%,0.4%
Cc1cc(=S)[nH]c(=S)[nH]1,8%,i,0.9,.,.,i,14,1%,0.8,1064,-0.2%,-2%,-0.1%
Cc1nnc(SCc2ccccc2)n1CC1CCCO1 (stereo unspecified),>100µM*,i,0.6,2,6,i,13,4%,-6.4,1083,2.5%,15%,0.1%
CCOC(=O)c1[nH]nc(N)c1NC(=O)c1ccc(Cl)cc1Cl,0%,i,0.5,-1,-1,i,48,3%,0.7,451,0.4%,-3%,-0.4%
CCN(CC)CCNC(=O)C(=O)NCC1OCCN1S(=O)(=O)c1ccc([N+](=O)[O-])cc1 (stereo unspecified),10%,i,0.5,-17,-9,i,45,-1%,-1.4,546,-0.1%,2%,0.0%
c1ccc(Nc2nc(-c3ccccc3)ns2)cc1,-3%,.,.,.,.,i,23,1%,.,.,3.9%,3%,0.1%
COc1ccc(-n2cnc3cc(NS(=O)(=O)c4ccc(C)cc4)ccc32)cc1,2%,i,0.7,28,-7,i,18,6%,-9.3,1225,18%,21%,-0.8%
CCS(=O)(=O)c1nc(S(=O)(=O)c2ccc(C)cc2)c(NCCCn2ccnc2)s1,14%,i,1.9,.,.,i,7,9%,.,.,1.2%,-11%,-0.4%
O=C(NNS(=O)(=O)c1ccc(F)cc1)c1cccc(O)c1,0%,i,0.5,.,.,i,22,10%,.,.,1.7%,2%,-0.3%
CC1CCN(C(=O)c2cc(N3C(=O)C4C5CCC(C5)C4C3=O)ccc2Cl)CC1 (stereo unspecified),11%,.,.,-20,11,i,50,.,-2.3,1049,-1.3%,6%,-0.5%
CCCCN(C(=O)COC(=O)CSc1ccc([N+](=O)[O-])cc1)c1c(N)n(CCC)c(=O)[nH]c1=O,22%,i,0.6,.,.,i,48,2%,.,.,-0.8%,0%,.
Cc1cc(NC(=O)C(C)SCC(=O)N(C)CC(=O)Nc2ccccc2Br)no1 (stereo unspecified),8%,i,0.9,.,.,i,48,7%,.,.,-1.6%,3%,.
O=C(c1ccc2c(Cl)c3c(nc2c1)CCCC3)N1CCC(N2CCCCC2)CC1,13%,i,2.0,-8,-9,i,29,5%,-2.3,597,1.7%,-8%,1.6%
CCOc1ccc(NC(=O)CCNC(=O)Cn2ccc3ccccc3c2=O)cc1,8%,i,0.6,.,.,i,11,6%,.,.,2.2%,-4%,-0.7%
CCc1ccccc1NC(=S)N(Cc1cccnc1)Cc1ccco1,7%,i,1.3,-4,-1,i,2,1%,1.1,982,0.3%,11%,-1.6%
Cc1ccc(C)n1-c1ccc(C(=O)N2CCOCC2)cc1,21%,i,1.1,-5,-19,i,14,2%,-1.4,1041,2.2%,-5%,-0.2%
C/C(=N/NC(=O)c1nnn(-c2nonc2N)c1COc1ccccc1)c1ccc(O)cc1,0%,?,.,.,.,i,25,-3%,.,.,-1.2%,1%,-0.1%
O=C(CCCSc1nc2ccccc2[nH]1)N1CCN(c2ccccc2)CC1,5%,i,2.1,-4,-4,i,17,7%,3.6,642,8.5%,13%,-0.5%
c1ccc(-n2nnnc2Cc2nnnn2-c2ccccc2)cc1,-8%,i,0.4,19,-11,i,37,6%,-2.7,1108,0.9%,3%,0.5%
CCOc1ccc(C(=O)NC2CCN(CC(=O)NCc3ccccc3)CC2)cc1,10%,i,1.4,.,.,i,17,6%,.,.,1.4%,-2%,-0.6%
O=C(Cn1nnc(-c2ccccc2)n1)NNC(=O)c1cccc([N+](=O)[O-])c1,2%,i,0.1,.,.,i,16,8%,.,.,0.7%,8%,-0.2%
CCOc1ccc(N2C(=O)CC(N3CCN(c4ccc(Cl)cc4)CC3)C2=O)cc1 (stereo unspecified),2%,i,0.7,.,.,i,48,8%,.,.,2.6%,-2%,0.0%
Cc1ccccc1CC1(CO)CCCN(C(=O)CCN2CCCO2)C1 (stereo unspecified),15%,i,0.9,.,.,i,8,0%,.,.,1.0%,-15%,-0.4%
O=C(Nc1ccc(Cl)cc1F)c1cc(S(=O)(=O)N2CCCCC2)ccc1F,2%,i,0.2,3,0,i,8,7%,-2.4,496,0.7%,2%,-0.5%
SMILES,SV40 large T antigen,Myeloid diff 2,Myeloid diff 2 GFP+ MAC1+ %,WT yeast gro inh,WT yeast gro inh mutant strain,T cell modulator,T cell modulator vesicle-bound %,Rac1 GTP hydrolysis,b-catenin transl,b-catenin transl cell count 5 µM,RSV antiviral HEp-2,Salmonella PhoP GFP,West Nile antiviral
CC(CC(=O)O)CC(=O)Nc1ccc(S(N)(=O)=O)cc1 (stereo unspecified),9%,i,0.5,-7,-10,i,41,3%,-1.9,1395,3.5%,3%,0.3%
COCCn1c(SCC(=O)c2c(N)n(C)c(=O)n(C)c2=O)nc2ccccc21,9%,i,0.2,5,5,i,48,0%,-1.8,1118,0.7%,2%,-0.2%
COc1ccc(CNC(=O)Cc2ccc(OC)c(S(=O)(=O)N3CCOCC3)c2)cc1,9%,i,0.4,4,-12,i,44,-4%,-3.3,1035,1.1%,2%,-0.1%
S=C(NNc1ccc2ccccc2c1)NC1CCCCC1,18%,i,3.4,78*,66*,i,30,10%,2.2,1034,3.1%,1%,0.1%
O=C1CCCc2oc3ccc(O)cc3c21,5%,i,0.3,-24,-16,i,23,11%,-0.6,1065,0.6%,6%,0.3%
COc1ccc(C(=O)Nc2c(N)nc(SCC(=O)Nc3ccc(C(C)=O)cc3)[nH]c2=O)cc1,11%,i,2.5,.,.,i,58,5%,.,.,0.9%,-5%,-0.3%
CCC(=O)NC(NC(=S)Nc1ccccc1Br)C(Cl)(Cl)Cl (stereo unspecified),7%,i,0.1,-5,-16,i,40,4%,-1.6,915,0.2%,-10%,0.1%
CCOc1ccc(C2c3[nH]c4ccccc4c3C[C@H]3C(=O)N(C4CCN(Cc5ccccc5)CC4)CC(=O)N23)cc1OC (stereo partly specified),4%,i,0.6,.,.,i,35,10%,.,.,5.5%,0%,-1.1%
Cc1nc(C)n(CC(=O)N2CCCC(C(=O)c3cccc4ccccc34)C2)n1 (stereo unspecified),6%,i,0.4,2,10,i,35,11%,0.4,993,-0.5%,-4%,-0.5%
CCCNc1ccc(S(=O)(=O)N(CC)CC)cn1,2%,i,0.7,-15,-10,i,17,3%,0.7,872,1.6%,-9%,0.2%
O=C(COc1ccc(Cl)cc1Cl)N/N=C/c1ccc[nH]1,12%,i,2.6,.,.,i,25,-1%,.,.,1.9%,-6%,0.6%
CCOc1ccccc1NC(=O)CSc1nnc2ccc(-c3cccnc3)nn12,-6%,i,0.3,3,-5,i,12,13%,-1.4,1034,1.1%,-2%,0.3%
Cc1ccc(C(=O)NC(=S)NNC(=O)c2ccccc2O)cc1,31%,i,0.6,.,.,i,25,4%,.,.,-0.7%,0%,-1.6%
Cc1c(C(=O)N2CCCC2)sc(NC(=O)c2ccccc2)c1C#N,3%,i,11,5,-9,i,10,-1%,-1.5,1113,-0.6%,-4%,-0.4%
O=C1CC(N2CCN(Cc3ccc4c(c3)OCO4)CC2)C(=O)N1c1cccc(Cl)c1 (stereo unspecified),-2%,i,1.1,.,.,i,26,1%,-2.2,1254,-0.7%,4%,-0.4%
COc1cccc(CNC(=O)C2CCCN(c3nc4ccccc4o3)C2)c1 (stereo unspecified),5%,i,16,10,19,i,52,-2%,-5.2,906,0.1%,-4%,-0.9%
O=C(OCCN1CCOCC1)c1cccnc1,15%&4%,i,14&5.8,8&-5,18&12,i,48&21,2%&4%,1.8,1401,1.0%&1.1%,0%&9%,0.6%&-0.1%
COc1cc2c(cc1OC)CN(C(=O)/C=C/c1ccccc1[N+](=O)[O-])CC2,7%,i,1.2,.,.,i,46,5%,.,.,2.1%,-8%,0.3%
Cc1ccc2c(C)nc(SC(C(=O)c3ccccc3)c3ccccc3)nc2c1 (stereo unspecified),3%,i,0.1,10,10,i,46,2%,1.0,1068,4.4%,-1%,-1.0%
CCCS(=O)(=O)c1snnc1C,1%,i,1.2,-3,8,i,40,12%,-3.4,1241,-0.6%,-6%,0.2%
CN(CCOc1ccccc1)CC(=O)Nc1ccc(S(=O)(=O)N2CCCC2)cc1,14%,i,0.4,.,.,i,54,?,2.5,981,2.7%,-13%,-0.4%

# Taken from above.
# For Rac1 GTP hydrolysis, `COc1cc2c(cc1OC)CN(C(=O)/C=C/c1ccccc1[N+](=O)[O-])CC2` is listed with 5%
# For WT yeast gro inh mutant strain, `COc1cccc(CNC(=O)C2CCCN(c3nc4ccccc4o3)C2)c1` (stereo unspecified) is listed with 19
# For SV40 large T antigen, `Cc1nc(C)n(CC(=O)N2CCCC(C(=O)c3cccc4ccccc34)C2)n1` (stereo unspecified) is listed with 6%

# Ordered by count of non-hydrogen atoms (smallest number first): three of the compounds above.
SMILES,SV40 large T antigen,Myeloid diff 2,Myeloid diff 2 GFP+ MAC1+ %,WT yeast gro inh,WT yeast gro inh mutant strain,T cell modulator,T cell modulator vesicle-bound %,Rac1 GTP hydrolysis,b-catenin transl,b-catenin transl cell count 5 µM,RSV antiviral HEp-2,Salmonella PhoP GFP,West Nile antiviral
Cc1ccc(C(=O)NC(=S)NNC(=O)c2ccccc2O)cc1,31%,i,0.6,.,.,i,25,4%,.,.,-0.7%,0%,-1.6%
Cc1ccccc1CC1(CO)CCCN(C(=O)CCN2CCCO2)C1 (stereo unspecified),15%,i,0.9,.,.,i,8,0%,.,.,1.0%,-15%,-0.4%
COc1ccc(-n2cnc3cc(NS(=O)(=O)c4ccc(C)cc4)ccc32)cc1,2%,i,0.7,28,-7,i,18,6%,-9.3,1225,18%,21%,-0.8%
